Screening results (PubChem)
TNAP act hiacc = increases human TNAP activity under high phosphate acceptor concentration; 200,000 tested, under 10 active; P05186; activation factor at 20 µM; purified TNAP, CDP-star luminescence, 1 M DEA, 30 min; hits give high values; 0 = EDTA background, 1 = DMSO-only activity; AID 1136;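 active means activation factor at least 2 at 20 µM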
Target sequence (P05186 whole entry, looked up): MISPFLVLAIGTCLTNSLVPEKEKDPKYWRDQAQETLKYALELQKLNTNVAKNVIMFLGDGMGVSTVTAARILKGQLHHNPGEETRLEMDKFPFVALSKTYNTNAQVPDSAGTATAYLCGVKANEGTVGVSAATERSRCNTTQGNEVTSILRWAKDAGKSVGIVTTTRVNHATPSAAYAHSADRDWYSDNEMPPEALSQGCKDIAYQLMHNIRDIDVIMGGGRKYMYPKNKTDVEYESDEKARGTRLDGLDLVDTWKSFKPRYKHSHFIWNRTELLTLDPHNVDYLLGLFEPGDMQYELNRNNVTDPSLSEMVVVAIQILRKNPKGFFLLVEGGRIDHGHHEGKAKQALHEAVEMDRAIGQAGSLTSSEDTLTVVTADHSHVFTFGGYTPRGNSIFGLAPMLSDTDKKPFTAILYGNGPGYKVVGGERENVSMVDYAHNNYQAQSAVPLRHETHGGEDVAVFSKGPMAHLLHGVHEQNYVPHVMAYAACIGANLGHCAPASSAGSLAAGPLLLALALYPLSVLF
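Dosing: 20 µM single point. System: human TNAP. Amount: TNAP 1/800 final. Incubation: 30 min, room temperature. Read-out: TNAP activation factor scaled between EDTA and DMSO control wells. Signal: luminescence from CDP-star hydrolysis. Medium: 1 M DEA, pH 9.8, Mg2+, Zn2+. Control set: EDTA negative control, DMSO positive control.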
Efa HMGR inh = inhibitors of class II HMG-CoA reductase from Enterococcus faecalis. purified E. faecalis HMGR, NADPH absorbance 340 nm kinetic. inhibition, % at 10 µM. hit rate 0.41% among 190,000;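 active means inhibition above a set limit, the median over all tested compounds plus 3 SD, cut at about 9.5% in these data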;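 further: enzyme runs in reverse so mevalonate oxidation gives rising NADPH absorbance; 0% = complete reaction with DMSO and 100% = background rate lacking mevalonate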
bIAP activator = increases bovine intestinal alkaline phosphatase activity. purified bovine IAP, CDP-star luminescence, 30 min; hits give high values; fold of DMSO-control signal, blank-subtracted. activation factor at 20 µM. hit rate 0.17% among 200,000;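 active means activation factor of 2 or more at 20 µM, a signal rise over negative controls twice the positive control's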
bIAP inh = intestinal alkaline phosphatase (bovine) inhibition; purified bovine IAP, CDP-star luminescence, 30 min; inhibition, % at 20 µM; 190,000 tested, under 10 active;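 active means over 50% inhibition of intestinal alkaline phosphatase at 20 µM in the single-dose screen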
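Assay system: bovine IAP enzyme; medium: DEA buffer 100 mM, pH 9.8, with MgCl2 1.0 mM, ZnCl2 0.02 mM; doses: 20 µM single dose; incubation: enzyme reaction for 30 min at room temperature; detection: CDP-star luminescence signal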
PPARg SRC2 recr = promotes SRC-2 coactivator recruitment by human PPARgamma. PPARgamma LBD-SRC-2 recruitment, biochemical. hit rate 0.34% among 200,000. activation, % at 8 µM; in the data active means activation above about 22%;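 further: 0% = vehicle and 100% = reference agonist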
Target sequence (P37231 whole entry, looked up, the tested form may be a part): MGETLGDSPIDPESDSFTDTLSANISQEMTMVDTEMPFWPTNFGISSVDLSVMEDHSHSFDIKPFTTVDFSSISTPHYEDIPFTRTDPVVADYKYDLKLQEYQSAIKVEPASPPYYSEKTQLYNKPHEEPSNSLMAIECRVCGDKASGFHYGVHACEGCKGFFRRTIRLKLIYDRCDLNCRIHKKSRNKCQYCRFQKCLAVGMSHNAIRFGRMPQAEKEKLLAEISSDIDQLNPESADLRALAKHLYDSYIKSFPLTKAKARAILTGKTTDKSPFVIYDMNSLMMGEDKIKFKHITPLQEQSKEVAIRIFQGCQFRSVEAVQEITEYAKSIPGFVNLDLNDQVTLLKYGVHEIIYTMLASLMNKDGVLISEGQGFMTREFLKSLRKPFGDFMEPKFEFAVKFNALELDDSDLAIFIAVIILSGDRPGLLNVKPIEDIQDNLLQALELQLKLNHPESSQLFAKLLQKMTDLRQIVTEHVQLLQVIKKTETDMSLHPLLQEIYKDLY
SRC2 TRFRET art = TR-FRET artefact, counter-screen to PPARgamma/SRC-2 agonist assay; TR-FRET ratio at 8 µM; hits give high values; hit rate 0.4% among 200,000; in the data active means TR-FRET ratio above about 2000; further: inactives centre near 1500
PPARg SRC1 recr = promotes SRC-1 coactivator recruitment by human PPARgamma | AID 631 | activation, % at 8 µM | PPARgamma-SRC-1 coactivator recruitment biochemical assay | hit rate 0.41% among 200,000 | P37231; in the data active means activation above about 19%;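 further: 0% = DMSO and 100% = reference agonist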
TNAP inh hiacc = inhibitors of human TNAP at high phosphate acceptor concentration; P05186; purified TNAP, CDP-star luminescence, 1 M DEA; inhibition, % at 20 µM; hit rate 0.03% among 200,000;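 active means over 50% inhibition of tissue-nonspecific alkaline phosphatase at 20 µM in the single-dose screen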;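 further: plate controls were DMSO wells for no effect and EDTA-quenched wells as full inhibition for full effect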
TNAP inh no acc = blocks human TNAP activity with no phosphate acceptor present. P05186. purified TNAP, CDP-star luminescence, 30 min. inhibition, % at 20 µM. hit rate 0.26% among 200,000;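 active means tissue-nonspecific alkaline phosphatase inhibition above about 50% at 20 µM in the single-dose screen, limit read from the data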;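 further: 0% = DMSO negative control and 100% = EDTA positive control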
PPARg SRC3 recr = agonists of human PPARgamma SRC-3 coactivator recruitment; biochemical PPARgamma/SRC-3 coactivator recruitment assay; hit rate 0.26% among 200,000; activation, % at 8 µM; P37231; AID 731; in the data active means activation above about 23%;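 further: 0% = DMSO and 100% = reference agonist; some compounds past the cut are filed as inactive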
Starred values were filed as active, the others as inactive; . = no result given.

SMILES | TNAP act hiacc | Efa HMGR inh | bIAP activator | bIAP inh | PPARg SRC2 recr | SRC2 TRFRET art | PPARg SRC1 recr | TNAP inh hiacc | TNAP inh no acc | PPARg SRC3 recr
CC(C)NC(C(=O)Nc1cc(Cl)cc(Cl)c1)c1ccccc1 (stereo not drawn) | 1 | 0 | 0.6 | 36 | 6 | 1634 | -6 | -2 | -4 | -4
COCCNC(=O)C(=O)NNC(=O)CCc1ccccc1 | 1.1 | 3 | 1.2 | -20 | 5 | 1411 | -4 | -6 | -6 | 2
CN1/C(=C\C(=O)C[n+]2cccc(C(N)=O)c2)C(C)(C)c2ccccc21 | 1.1 | -3 | 1 | 1 | 4 | 1357 | 1 | -8 | -2 | -4
CN1CCN(C2=C(Cl)C(=O)N(Cc3ccccc3)C2=O)CC1 | 1 | -1 | 0.9 | 10 | -3 | 1454 | -4 | -4 | -3 | 2
CCCCCOC(=O)Cn1c(N2CCCCCC2)nc2c1c(=O)[nH]c(=O)n2C | 1.1 | -1 | 1.1 | -6 | -4 | 1473 | 0 | -5 | -12 | 2
Cc1ccc(-n2ncc3c(N4CCN(c5ccc(F)cc5)CC4)ncnc32)c(C)c1 | 1.1 | 0 | 0.9 | 13 | 2 | 1591 | 0 | -5 | -6 | 3
O=C(Nc1cccc(C(=O)O)c1)/C(=C\c1ccc2c(c1)OCO2)NC(=O)c1ccc(Br)cc1 | 1.1 | -7 | 1 | 0 | 6 | 1545 | 8 | -8 | -10 | 5
Cc1[nH]ccc(=O)c1OCc1c(F)cccc1Cl | 1 | -4 | 1 | -2 | -4 | 1561 | 1 | 3 | -1 | -1
Cc1nnc(SCCN2C(=O)c3ccccc3C2=O)[nH]c1=O | 1 | -1 | 0.9 | 14 | -4 | 1539 | 2 | -2 | -6 | -1
CC1(C)CC(=O)C(CCC(=O)c2ccccc2)C(C)(C)N1 (stereo not drawn) | 1 | -3 | 1 | -2 | 8 | 1567 | 4 | -2 | -13 | 4
O=C(CCc1nc2ccccc2s1)c1ccccc1 | 1 | -1 | 1 | 2 | 4 | 1687 | 10 | 2 | -19 | 8
O=C(CNS(=O)(=O)c1ccc2ccccc2c1)OCC(=O)c1ccc(Br)s1 | 1.1 | 1 | 0.9 | 8 | 61* | 2540* | 33* | -5 | -6 | 69*
COc1ccc(OC)c(C(=O)CSc2nc3ccccc3n2CC(=O)NC(C)(C)C)c1 | 1 | 3 | 0.9 | 15 | -4 | 1418 | 5 | -1 | -19 | -6
CCCc1cc(=O)[nH]c(SCC(=O)Nc2ccc(C)cc2)n1 | 1.1 | -2 | 1 | -2 | -9 | 1395 | -3 | -5 | -12 | 1
COc1ccc(NC(=S)NNC(=O)c2cccnc2)cc1OC | 1 | -2 | 1.3 | -30 | -5 | 1426 | -3 | -5 | -137 | 2
CCc1ccc(NS(=O)(=O)c2ccc(OC)c(C)c2)cc1 | 1 | -2 | 0.8 | 19 | -2 | 1589 | 0 | -3 | -14 | -7
C=CCn1c(C)c(C(C)=O)c(N2CCOCC2)nc1=S | 1 | -1 | 0.9 | 9 | 2 | 1579 | 8 | 2 | -3 | 3
COc1ccc(NC(=S)N2CCC(C(O)(c3ccccc3)c3ccccc3)CC2)cc1 | 1 | -3 | 0.9 | 12 | 5 | 1608 | 1 | -2 | -6 | 0
O=C(NCc1nnc(SCC(=O)N2CCCc3ccccc32)o1)c1ccccc1F | 1 | 3 | 1.1 | -6 | 4 | 1654 | 8 | 0 | -7 | 4
COc1cc(C2SC(C)C(=O)N2CCc2ccccc2)cc(OC)c1OC (stereo not drawn) | 1 | -3 | 1.1 | -7 | 4 | 1545 | -6 | 0 | -4 | 1
CCOC(=O)C(C)Sc1nc(-c2ccccc2)nc2ccccc12 (stereo not drawn) | 1 | -6 | 1 | 0 | 4 | 1659 | 2 | -3 | 7 | -1
COCn1ccnc1C(O)(c1ccc(OC)cc1)c1ccc(OC)cc1 | 1 | -1 | 1.3 | -30 | -5 | 1471 | -2 | 1 | -5 | 1
COc1cc(C2c3c(oc4ccccc4c3=O)C(=O)N2Cc2ccncc2)ccc1O (stereo not drawn) | 0.9 | -3 | 0.9 | 8 | 5 | 1706 | 15 | 6 | -2 | 14
CC(=O)c1nn(-c2cccc(Br)c2)cc1C(=O)c1ccc2ccccc2c1 | 1 | 8 | 0.8 | 22 | 1 | 1334 | 1 | -5 | -14 | -12
COC(=O)c1sccc1-c1ccc(/C=N/OC(=O)c2ccccc2)o1 | 1 | -2 | 1 | 3 | 56* | 2291* | 31* | 0 | -5 | 47*
CCCCn1nnnc1SCC(=O)Nc1ccc(F)cc1 | 1 | -7 | 0.8 | 20 | 3 | 1427 | 8 | -3 | -6 | -1
O=C(Cc1ccc(Cl)cc1)NC(=S)Nc1ccccc1N1CCOCC1 | 1 | -10 | 1 | 0 | 0 | 1535 | 2 | 2 | -4 | 4
CCCCn1c(SCC(=O)Nc2ccccc2C(F)(F)F)nc2ccsc2c1=O | 1 | -1 | 1 | 5 | 2 | 1522 | -2 | -4 | -9 | 2
Cn1/c(=N/N=C/c2ccc(N3CCOCC3)cc2)sc2ccccc21 | 1 | -3 | 1.1 | -5 | 14 | 1472 | 4 | 0 | -10 | 4
CCCn1nc(C(=O)OCC(=O)Nc2cccc(S(N)(=O)=O)c2)c2ccccc2c1=O | 1 | 0 | 1 | -1 | -4 | 1423 | 5 | -4 | -6 | -1
CCCCn1c(SCC(=O)N(CC)C2CCS(=O)(=O)C2)nnc1C(CC)N(C)C (stereo not drawn) | 1 | -5 | 1.1 | -14 | 2 | 1752 | 0 | -4 | -7 | 2
CCOC(=O)C1=C(C)NC(C)=C(C(=O)OCC)C1C(=O)OCC(=O)N(CC)C1CCS(=O)(=O)C1 (stereo not drawn) | 1 | -1 | 1.2 | -15 | 8 | 1615 | 2 | -3 | -10 | 1
Cc1ccc(S(=O)(=O)NC2OC(=O)C(Cl)=C2Cl)cc1 (stereo not drawn) | 1 | 2 | 0.9 | 10 | 2 | 1683 | 8 | -4 | -13 | -1
COc1cccc(NC(=O)NC2CCN(Cc3nnnn3Cc3ccc(F)cc3)CC2)c1 | 1.1 | 1 | 1.7 | -72 | 8 | 1791 | 9 | -6 | -28 | -2
CC(/C=C/c1ccccc1F)=N\NC(=O)c1ccccc1 | 1 | 1 | 1 | 1 | 18 | 1870 | 10 | 2 | -4 | 6
COc1ccc(N2C(=O)C3CCCN3C2c2ccccc2)cc1Cl (stereo not drawn) | 1 | -2 | 1 | 4 | -3 | 1623 | 3 | -2 | -9 | 5
Cc1ccc(C(=O)c2no[n+]([O-])c2C(=O)c2ccc(C)cc2)cc1 | 1 | 1 | 0.9 | 7 | -1 | 1539 | 2 | -1 | -4 | 2
FC(F)(F)c1cc(-c2ccccc2)nc(N2CCCCCC2)n1 | 1.1 | 0 | 0.6 | 35 | 8 | 1642 | 5 | -7 | -2 | 11
O=C(CN(c1cccc(C(F)(F)F)c1)S(=O)(=O)c1ccc(Cl)c([N+](=O)[O-])c1)NCc1ccc(F)cc1 | 1 | -1 | 1 | -2 | 5 | 1444 | -4 | 4 | -10 | -2
COc1cccc(-n2c(CN3CCN(c4ccccn4)CC3)nc3ccc([N+](=O)[O-])cc3c2=O)c1 | 1 | 4 | 1.1 | -10 | 3 | 1456 | -2 | -3 | 3 | 1

Complete entries, quoted from the list:
COC(=O)c1sccc1-c1ccc(/C=N/OC(=O)c2ccccc2)o1 reads TNAP act hiacc: 1; Efa HMGR inh: -2; bIAP activator: 1; bIAP inh: 3; PPARg SRC2 recr: 56*; SRC2 TRFRET art: 2291*; PPARg SRC1 recr: 31*; TNAP inh hiacc: 0; TNAP inh no acc: -5; PPARg SRC3 recr: 47*
CCOC(=O)C1=C(C)NC(C)=C(C(=O)OCC)C1C(=O)OCC(=O)N(CC)C1CCS(=O)(=O)C1 (stereo not drawn) reads TNAP act hiacc: 1; Efa HMGR inh: -1; bIAP activator: 1.2; bIAP inh: -15; PPARg SRC2 recr: 8; SRC2 TRFRET art: 1615; PPARg SRC1 recr: 2; TNAP inh hiacc: -3; TNAP inh no acc: -10; PPARg SRC3 recr: 1
COc1cc(C2c3c(oc4ccccc4c3=O)C(=O)N2Cc2ccncc2)ccc1O (stereo not drawn) reads TNAP act hiacc: 0.9; Efa HMGR inh: -3; bIAP activator: 0.9; bIAP inh: 8; PPARg SRC2 recr: 5; SRC2 TRFRET art: 1706; PPARg SRC1 recr: 15; TNAP inh hiacc: 6; TNAP inh no acc: -2; PPARg SRC3 recr: 14

(continued)
SMILES | TNAP act hiacc | Efa HMGR inh | bIAP activator | bIAP inh | PPARg SRC2 recr | SRC2 TRFRET art | PPARg SRC1 recr | TNAP inh hiacc | TNAP inh no acc | PPARg SRC3 recr
Cc1nc2c3cc(F)ccc3n(Cc3ccc(F)cc3)c2s1 | 1 | -3 | 0.9 | 6 | 9 | 1405 | 0 | 1 | -11 | -1
O=C(CSCc1ccccc1Cl)Nc1c[nH]c(=O)[nH]c1=O | 1 | 4 | 0.9 | 8 | 4 | 1629 | 4 | -1 | 0 | 6
Cc1ccc(-c2nnc(SCC(=O)Nc3ccccc3F)o2)cc1 | 1 | 1 | 1 | 1 | -12 | 1311 | -3 | -1 | -22 | -2
Clc1ccc2c(N3CCCC3)ccnc2c1 | 1 | -7 | 0.7 | 25 | 10 | 1641 | -1 | 1 | -7 | -5
Cc1cc(C(=O)c2cccs2)c(N)s1 | 1 | -6 | 0.9 | 9 | -2 | 1697 | -2 | 2 | -5 | 0
CCc1ccc(N(C)S(=O)(=O)c2ccc3[nH]cc(C(=O)NCCN4CCOCC4)c(=O)c3c2)cc1 | 1 | 1 | 1 | -2 | 2 | 1423 | 3 | -1 | -5 | -4
Cc1cc(=O)[nH]c(Nc2cccc(C(F)(F)F)c2)n1 | 1.1 | -4 | 0.9 | 5 | 5 | 1683 | 6 | -10 | 5 | -5
COc1ccc(C(=O)NC2CCN(CC(=O)Nc3cccc(C)c3)CC2)cc1OC | 1 | 11* | 1 | 0 | 0 | 1845 | 0 | -4 | -13 | -5
O=c1c2cccnc2nc2n1CCCCC2 | 1.1 | -6 | 1 | -3 | -1 | 1261 | -4 | -9 | -16 | -2
Cc1noc(C)c1COC(=O)c1ccc(S(=O)(=O)NCc2ccco2)cc1 | 1.1 | -6 | 1 | -1 | -2 | 1516 | 1 | -6 | -10 | 4
CCN1C(=O)/C(=C\c2ccncc2)SC1=Nc1ccc(C)c(C)c1 | 1 | -8 | 1 | -3 | -1 | 1562 | -1 | 0 | 6 | -1
Cc1ccc(C2C(=O)N(C3CCCC3)CC(=O)N2C2CCCCC2)cc1 (stereo not drawn) | 1 | -5 | 1 | 3 | 15 | 1584 | -3 | -2 | 28 | 0
Cc1[nH]c(=O)[nH]c(=O)c1/C=N/NC(=O)[C@H](C)NC(=O)OC(C)(C)C | 1 | 4 | 1.3 | -25 | -2 | 1531 | -6 | -2 | -39 | 3
CC(C)(C(=O)c1ccccc1)/[N+]([O-])=C/c1ccccc1 | . | . | . | . | 13 | 1617 | 5 | . | . | 6
COc1ccc(CC(=O)N2CCN=C2SCc2cccc([N+](=O)[O-])c2)cc1 | 1 | -1 | 0.9 | 7 | 0 | 1522 | -4 | 3 | -4 | 1
O=C(CCC(=O)c1ccc(F)cc1)Nc1ccccc1Cl | 1 | -1 | 1 | 1 | -8 | 1453 | -9 | -1 | -4 | -8
Clc1ccc(Cc2ccccc2)nn1 | 1 | 0 | 0.9 | 10 | 1 | 1371 | 2 | -2 | -5 | -2
